# Source: PubChem BioAssay
# TRPC4 potent: TRPC4 (mouse) allosteric potentiation. HEK293 TRPC4beta/mu-opioid, DAMGO EC20, Fluo-4 Ca2+ flux; active compounds read high. AID 2227. B-score at 10 µM. 310,000 compounds, 0.42% hits. Q9QUQ5;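 active = B-score of calcium response area above 5 SD of library B-scores, with initial fluorescence ratio within 5 SD of library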;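 note: B-score of integrated fluorescence ratio over time as area under calcium response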
# TRPC6 inhibitor: mouse TRPC6 channel inhibition; HEK293-TRPC6, membrane potential dye, ACh-evoked depolarization; active compounds read low; B-score at 10 µM; 310,000 compounds, 1.1% hits;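 active = B-score under library mean minus 3 SD, initial fluorescence not abnormally high, positive integrated signal ratio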;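 note: B-score derived from integrated fluorescence ratio over the kinetic read; more negative B-score means stronger inhibition of depolarization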
# Target sequence (Q61143 whole entry, looked up): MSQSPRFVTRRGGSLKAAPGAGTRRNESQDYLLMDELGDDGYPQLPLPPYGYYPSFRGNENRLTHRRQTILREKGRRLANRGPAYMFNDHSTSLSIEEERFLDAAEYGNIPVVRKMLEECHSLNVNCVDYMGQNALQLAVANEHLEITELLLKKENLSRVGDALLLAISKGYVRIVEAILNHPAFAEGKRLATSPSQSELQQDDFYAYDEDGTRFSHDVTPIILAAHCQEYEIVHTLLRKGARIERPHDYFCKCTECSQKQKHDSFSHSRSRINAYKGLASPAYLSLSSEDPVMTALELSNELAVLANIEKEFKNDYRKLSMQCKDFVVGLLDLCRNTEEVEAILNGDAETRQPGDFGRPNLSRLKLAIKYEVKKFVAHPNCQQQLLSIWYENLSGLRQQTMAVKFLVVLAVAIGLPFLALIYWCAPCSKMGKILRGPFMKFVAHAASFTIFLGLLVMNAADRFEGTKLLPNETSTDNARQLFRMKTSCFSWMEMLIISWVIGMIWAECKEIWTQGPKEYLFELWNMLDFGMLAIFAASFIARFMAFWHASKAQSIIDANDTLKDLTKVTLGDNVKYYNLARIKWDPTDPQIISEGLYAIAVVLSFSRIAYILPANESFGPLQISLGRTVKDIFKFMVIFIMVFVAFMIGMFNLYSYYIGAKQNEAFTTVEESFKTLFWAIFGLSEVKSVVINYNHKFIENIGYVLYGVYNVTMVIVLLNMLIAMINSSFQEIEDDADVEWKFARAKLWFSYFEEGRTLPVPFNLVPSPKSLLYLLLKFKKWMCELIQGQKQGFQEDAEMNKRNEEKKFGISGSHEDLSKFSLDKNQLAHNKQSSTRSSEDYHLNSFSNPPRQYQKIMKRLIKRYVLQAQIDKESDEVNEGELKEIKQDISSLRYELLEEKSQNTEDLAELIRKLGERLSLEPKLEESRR
# TRPC4 inh: TRPC4 (mouse) channel inhibition. Q9QUQ5. 300,000 compounds, 0.39% hits. AID 2247. B-score at 10 µM. HEK293 TRPC4beta/mu-opioid, DAMGO-evoked Fluo4 calcium flux; active compounds read low;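 active = B-score over 3 SD under the library average, no early fluorescence shift, positive overall ratio signal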
#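 Material: HEK293 cells with stable TRPC4beta plus mu-opioid receptor expression; probe or stimulus: DAMGO in two steps, submaximal then maximal; technique: Fluo4 calcium fluorescence by kinetic imaging, 5 s 1 Hz baseline; measure: integrated fluorescence ratio relative to baseline, converted to per-well B score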
# TRPC6 act: activates the mouse TRPC6 cation channel. 310,000 compounds, 0.13% hits. Q61143. B-score at 10 µM. HEK293-TRPC6 membrane potential dye fluorescence; active compounds read high;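 active = B-score of the integrated fluorescence ratio above library mean plus 3 SD, and starting fluorescence ratio within library mean plus 5 SD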;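 note: higher score means more depolarization so channel activation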
# SKKanGAS inh: SKKanGAS growth inhibition | inhibition, % at 7.5 µM | 300,000 compounds, 1.3% hits | S. pyogenes SKKanGAS, kanamycin growth, BacTiter-Glo, 6 h | AID 1662;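 active = mean replicate score, as percent of positive control median, at least 50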;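 note: strain carries kanamycin resistance gene driven by streptokinase promoter and grows in 40 µg/ml kanamycin; loss of luminescence reflects streptokinase promoter inhibition or plain growth inhibition; 0% = median of DMSO wells and 100% = positive control at its reference dose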
# MrgX1 antag: antagonists of human MrgX1 receptor. Q96LB2. MRGX1-HEK293 calcium flux, Fluo-4, BAM8-22 antagonism; active compounds read low. B-score at 10 µM. 310,000 compounds, 1.3% hits. AID 588676;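 active = calcium-response B-score plate-corrected more than 3 library SD below zero, starting fluorescence within 5 deviations, no agonist response on first addition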;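 note: peak minus trough fluorescence over baseline after final BAM8-22 challenge near maximal dose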
# HIF activator: HIF pathway transcriptional activation; AID 1910; activation, % at 7.5 µM (by protocol); U2OS HRE-luciferase reporter, luminescence; normalized: DMSO 0%, desferrioxamine 100%; 300,000 compounds, 0.32% hits;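 active = mean activation of at least 10% of the iron chelator positive control signal, with at least half of replicates also reaching 10%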
# KLF5 inh: kruppel-like factor 5 inhibition; inhibition, % at 5 µM; 290,000 compounds, 0.23% hits; DLD-1 KLF5 promoter-luciferase reporter, luminescence;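 active = inhibition above a per-plate limit of that plate's mean compound inhibition plus 3 SD, cut at about 60% in these data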;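 note: 0% = DMSO wells and 100% = LY294002 at 200 µM; higher means less KLF5 promoter-driven luciferase light; inactives centre near -14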
# IEC-6 tox: counter-screen for KLF5 inhibitors: cytotoxicity in IEC-6 cells | IEC-6 cytotoxicity, luminescence viability | inhibition, % at 5 µM | 290,000 compounds, 0.78% hits; in the data active = inhibition above about 22%;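 note: 0% = plate median of test compound wells and 100% = cytotoxic reference compound wells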
# aSyn UTR inh: 5' untranslated region of α-synuclein, MLPCN primary screen. alpha-synuclein 5'UTR reporter, inhibitor activity. inhibition, % (tested at 7.5 µM). 300,000 compounds, 0.82% hits. AID 1813; in the data active = inhibition above about 60%;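 note: H4 neuroglioblastoma cells stably carrying SNCA 5'UTR luciferase fusion; 0% = DMSO wells and 100% = positive control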
# TRPC4 act: TRPC4 (mouse) channel activation; Q9QUQ5; B-score at 10 µM; 310,000 compounds, 0.49% hits; HEK293 TRPC4beta/mu-opioid, Fluo4 calcium fluorescence; active compounds read high; AID 2237;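 active = B-score above 5 SD of library B-scores, and initial fluorescence ratio not above library mean plus 5 SD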;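 note: positive B-score marks a calcium rise read as TRPC4 activation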
#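 System: HEK293 cells stably co-expressing mouse TRPC4beta and mu-opioid receptor; Schedule: Fluo4 dye loading 45 min at room temperature, 110 s recording; Detection: Fluo4 fluorescence, kinetic; Evaluation: B-scored integrated calcium fluorescence ratio; Controls: buffer (low) and maximal DAMGO (high).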
# * marks the source's active call; other numbers are inactive results; i = inactive; nt = no result given.
SMILES,TRPC4 potent,TRPC6 inhibitor,TRPC4 inh,TRPC6 act,SKKanGAS inh,MrgX1 antag,HIF activator,KLF5 inh,IEC-6 tox,aSyn UTR inh,TRPC4 act
COc1ccc(CC2(CO)CCN(Cc3cccnc3)CC2)cc1,i,i,i,i,3,i,0.2,-17,2,-10,i
Cc1ccc(CNC(=O)Cn2cccc2C(=O)c2ccccc2)cc1,i,i,i,i,-3,i,0.4,-2,4,-29,i
CC(C)(C)[C@H]1C=C(C(=O)N2CCOCC2)O[C@@H](OCCCCO)C1,i,i,i,i,-3,i,-0.3,6,-2,8,i
Cn1c(=O)c2c(nc(OCCc3ccccc3)n2C)n(C)c1=O,i,i,i,i,-3,i,0.3,-22,-2,-25,i
NC(=O)c1cc(-c2csc(-c3cccnc3)n2)ccc1O,i,i,i,i,0,i,1.2,-64,5,-102,i
COc1ccc(CN(Cc2ccc(OC)cc2)S(=O)(=O)c2ccc(-n3cnnn3)c(C)c2)cc1,i,i,i,i,-1,i,-0.5,-1,3,7,i
Cn1nc(-c2ccccc2)cc1NC(=O)Nc1ccc(C(C)(C)C)cc1,i,i,i,i,20,i,-0.3,-12,0,8,i
CCCCN(C)C1CCN(C(=S)Nc2ccc(OC)cc2)CC1,i,i,i,i,16,i,-0.2,13,-2,-23,i
CCCn1cccc(C(=O)Nc2ccc(OC)cc2)c1=O,i,i,i,i,3,i,-9.4,-60,7,-82,i
CCN(CC)CCNC(=O)Cn1nc(Cc2cccnc2)c2ccccc2c1=O,i,i,i,i,-4,i,0.1,-26,2,0,i
CCOc1ccc2oc(C(=O)NCC(C)(C)CN(C)C)c(C)c2c1,i,i,i,i,-2,i,0.2,3,4,-17,i
O=C(N/N=C\c1ccc(-c2ccc(Cl)c(Cl)c2)o1)C(=O)N1CCCC1,i,i,i,i,-18,i,0.3,-18,3,-5,i
Cc1ccc(Cl)cc1N(C)C(=O)Cn1ncc2c([nH]c3ccccc32)c1=O,i,i,i,i,1,i,-0.4,-13,1,27,i
Cc1c(NC(=O)CSc2nc3c(cnn3-c3ccccc3)c(=O)[nH]2)c(=O)n(-c2ccccc2)n1C,i,i,i,i,15,i,0.0,-1,0,4,i
CC(C)C(c1nnnn1Cc1ccco1)N1CCN(c2nc3ccccc3s2)CC1 (stereo not drawn),i,i,i,i,12,i,-18,27,3,10,i
O=C(NCc1cccnc1)C1CCN(S(=O)(=O)c2cccnc2)CC1,i,i,i,i,0,i,-0.2,-19,-1,-6,i
COC(=O)[C@@]1(Cc2ccc(OC)cc2)[C@H]2c3cc(C(=O)N(C)C)n(Cc4ccc(OC(F)(F)F)cc4)c3C[C@H]2CN1C(=O)c1ccccc1,i,i,i,i,40,i,0.5,-3,1,17,i
Cc1ccc2nc(N3CCOCC3)c(C=O)c(=O)n2c1,i,i,i,i,-5,i,-1.1,-11,-2,-3,i
Cc1onc(-c2c(Cl)cccc2Cl)c1C(=O)NC(=S)Nc1sc2c(c1C(N)=O)CCC(C)C2 (stereo not drawn),i,i,i,i,2,i,-1.1,-8,2,-20,i
CC(C)(C)c1[nH]nc2c1C(c1ccco1)C(C#N)=C(N)O2 (stereo not drawn),i,i,i,i,0,i,0.0,-11,0,-1,i

# Entries of single compounds as entered above. Order of values: TRPC4 potent	TRPC6 inhibitor	TRPC4 inh	TRPC6 act	SKKanGAS inh	MrgX1 antag	HIF activator	KLF5 inh	IEC-6 tox	aSyn UTR inh	TRPC4 act
# Results for `Cc1onc(-c2c(Cl)cccc2Cl)c1C(=O)NC(=S)Nc1sc2c(c1C(N)=O)CCC(C)C2` (stereo not drawn) = i	i	i	i	2	i	-1.1	-8	2	-20	i
# Results for `COC(=O)[C@@]1(Cc2ccc(OC)cc2)[C@H]2c3cc(C(=O)N(C)C)n(Cc4ccc(OC(F)(F)F)cc4)c3C[C@H]2CN1C(=O)c1ccccc1` = i	i	i	i	40	i	0.5	-3	1	17	i
# Results for `Cc1ccc2nc(N3CCOCC3)c(C=O)c(=O)n2c1` = i	i	i	i	-5	i	-1.1	-11	-2	-3	i

# Further structures.
SMILES,TRPC4 potent,TRPC6 inhibitor,TRPC4 inh,TRPC6 act,SKKanGAS inh,MrgX1 antag,HIF activator,KLF5 inh,IEC-6 tox,aSyn UTR inh,TRPC4 act
O=C(Nc1ccc(S(=O)(=O)Nc2ccccc2)cc1)C1CC1,i,i,i,i,-5,i,-0.1,-9,2,-10,i
O=C1CCCCC1C(=O)c1cn(-c2ccc(Cl)c(Cl)c2)nn1 (stereo not drawn),i,i,i,i,2,i,1.4,4,-3,-53,i
Cc1ccc(NC(=O)COC(=O)/C=C/c2ccccc2)cc1S(=O)(=O)N1CCOCC1,i,i,i,i,-6,i,-0.4,0,4,1,i
Cc1csc2c(N3CCN(C(=O)c4ccc(C(C)(C)C)cc4)CC3)ncnc12,i,i,i,i,10,i,-0.2,4,2,-11,67*
CC(NC(=O)Nc1ccc([N+](=O)[O-])cc1)C(c1cccs1)N1CCCC1 (stereo not drawn),i,i,i,i,-1,i,-0.1,-38,-1,-1,i
O=C(NC1CC1)c1cc(-c2ccccn2)nc2ccccc12,i,i,i,i,-13,i,-1.1,-3,-12,-15,i
CC1CCN(C(=O)c2cc(-c3ccco3)on2)CC1,i,i,i,i,0,i,1.3,-150,-6,-140,i
COc1ccc(Cl)cc1S(=O)(=O)Nc1ccncc1,i,i,i,i,-7,i,-0.6,-14,-4,4,i
CCc1cc(C(=O)COc2ccccc2F)c(O)cc1O,i,i,i,i,nt,i,0.4,-27,6,-50,i
COc1ccc(-c2noc(Cc3cccs3)n2)cc1,i,i,i,i,-1,i,2.6,-121,-4,-188,i
CCOC(=O)NC1(NC2CCCCC2)Oc2ccccc2O1,i,i,i,i,-7,i,-0.2,5,1,3,i
CCOC(=O)c1cc(C#N)c(SCC(=O)OC)[nH]c1=O,i,i,i,i,-6,i,0.1,10,-5,-3,i
O=C(NCC1OCCc2ccccc21)c1cc(COc2c(F)cccc2F)on1 (stereo not drawn),i,i,i,i,-6,i,0.8,36,82*,-7,i
CCOc1ccc(CN2CCN(Cc3cc4c(cc3Cl)OCO4)CC2CCO)cc1 (stereo not drawn),i,i,i,i,-4,i,0.0,-6,2,24,i
Cc1ccc(/C=C/C(=O)O)cc1S(=O)(=O)N(C)CCO,i,i,i,i,-7,i,-0.2,-5,-11,-23,i
CCn1c(SCCC#N)nnc1-c1ccncc1,i,i,i,i,6,i,0.3,-29,4,-1,i
Cc1ccc(NC(=O)CCn2c(=O)oc3ccccc32)cc1,i,i,i,i,1,i,1.4,-19,-3,7,i
CC(=O)Nc1cccc(C(=O)OC(C)C(=O)NCc2ccc3c(c2)OCO3)c1 (stereo not drawn),i,i,i,i,12,i,-0.3,nt,nt,-1,i
COCCNC(=S)N1CCOCC1,i,i,i,i,3,i,0.1,-41,-2,9,i
CC(=O)OCCOc1nc(N(C)C)nc(N(C)C)n1,i,i,i,i,6,i,0.0,-11,2,7,i
CCCC(C(=O)NCc1ccco1)N(C(=O)CNS(=O)(=O)c1ccccc1)c1ccc(OC)cc1 (stereo not drawn),i,i,i,i,-5,i,-0.6,14,-1,16,i
CCOC(=O)c1c(NC(=O)CSC2=NN3CCCC(=O)N=C3S2)sc2c1CCCCC2,i,i,i,i,12,i,-0.2,8,2,20,i
Cc1ccc(C(=O)N2N=C(c3cccc(NS(C)(=O)=O)c3)CC2c2cccs2)cc1 (stereo not drawn),i,i,i,i,15,i,-0.8,-12,15,8,i
O=C(OCC(=O)c1c[nH]c2ccccc12)c1cc2ccccc2cc1O,i,i,i,i,4,i,0.4,-17,8,-13,i
O=C(COC(=O)c1ccc([N+](=O)[O-])o1)NC1CCS(=O)(=O)C1 (stereo not drawn),i,i,i,i,9,i,0.8,-30,-4,15,i
CC(=O)Nc1ccc2nc(CN3CCN(CC(C)C)C(CCO)C3)ccc2c1 (stereo not drawn),i,i,i,i,1,i,-0.1,-26,3,-7,i
CSCC[C@H](NC(=O)[C@H](Cc1ccccc1)n1c(=O)[nH]c2ccccc2c1=O)C(=O)NCC1CCC(C(=O)O)CC1 (stereo partly drawn),i,i,i,i,2,i,0.0,-12,-2,28,i
CC(C)c1ccc(CNc2ccc(N3CCOCC3)cc2)cc1,i,i,i,i,2,i,0.9,-17,0,-56,i
O=C(CCN1CCN(c2ccccc2F)CC1)Nc1cccc(F)c1,i,i,i,i,4,i,0.9,-14,1,-10,i
Cc1cc(SCC(N)=O)nc(SCC(=O)c2ccccc2)n1,i,i,i,i,-2,i,0.2,2,3,20,i
CN(C(=O)c1c(Cl)cnn1C)C12CC3CC(CC(C3)C1)C2,i,i,i,i,2,i,-0.3,-24,2,20,i
Cc1csc(NC(=O)c2ccc(C)c(S(=O)(=O)N3CCOCC3)c2)n1,i,i,i,i,1,i,0.9,19,-2,-14,i
O=S(=O)(NCc1ccccc1Cl)c1ccc(-n2cccn2)cc1,i,i,i,i,-10,i,-0.3,-23,-3,15,i
CN(C)c1ccc(C(C(=O)NC(C)(C)C)N(C(=O)c2csnn2)C2CC2)cc1 (stereo not drawn),i,i,i,i,1,i,0.2,-5,2,15,i
NC(N)=NS(=O)(=O)c1ccc(NC(=S)NC(=O)c2ccccc2)cc1,i,i,i,i,5,i,0.0,-2,-4,4,i
Cc1ccc(C)c(Cn2cnc3c(cnn3C(C)(C)C)c2=O)c1,i,i,i,i,0,i,0.1,2,-2,20,i
NC(=O)C1CCN(c2cc(Cl)ccc2[N+](=O)[O-])CC1,i,i,i,i,2,i,-0.2,-26,7,1,i
Cc1ccc(S(=O)(=O)N(CC(=O)Nc2cccc([N+](=O)[O-])c2)Cc2ccc(Cl)cc2)cc1,i,i,i,i,nt,i,-0.2,-26,-2,-38,i
Cn1c(=O)c2c(nc(CN3CCN(C(=O)c4ccco4)CC3)n2Cc2ccccc2)n(C)c1=O,i,i,i,i,1,i,-0.2,-14,-4,-3,i
Cc1cc(N2CCOCC2)nc(SCC(=O)OCc2ccccc2)n1,i,i,i,i,1,i,-0.6,-9,2,16,i
COc1ccc(-c2cc(=O)oc3cc(OC(C)C(=O)NCCCn4ccnc4)ccc23)cc1 (stereo not drawn),i,i,i,i,6,i,-0.3,-15,-12,33,i
c1cn(CCCNc2ncnc3nc[nH]c23)cn1,i,i,i,i,-1,i,0.3,-26,-3,6,i
CCOC(=O)c1ccccc1Nc1cc(C)nc2nc(C)nn12,i,i,i,i,-1,i,-0.1,-29,3,4,i
NS(=O)(=O)c1cnccc1NCCc1ccccc1,i,i,i,i,-1,i,-1.3,nt,nt,-9,i
CCN(CC)CCCN(Cc1cc2cc3c(cc2[nH]c1=O)OCO3)C(=S)Nc1ccccc1,i,i,i,i,8,i,1.1,-3,3,-27,i
